Bioassay records (PubChem BioAssay)
KCNH2 3.1 inh – KCNH2 3.1 (human) potassium channel inhibition; activity change, % (tested at about 1.8 µM); U2OS KCNH2 3.1, thallium flux FluxOr; active compounds read low; AID 720553; 0.95% of 340,000 active;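 active means maximum activity change below -70%; inconclusive means maximum activity change from -70% to -50%; inactive means maximum activity change above -50%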;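 further: thallium influx rate constant from kinetic fluorescence after stimulation buffer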
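Channel expression came from 3.1 mutant virus (1.77 x 10^8 /mL) applied to suspended U2OS cells for 4 h. Flux was tracked with FluxOr dye plus Red40 quencher, and kinetic rate constants normalized to controls.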
Giardia kill – Giardia lamblia killing | Giardia lamblia trophozoite viability | activity change, % at 7.66 µM, hits read low | AID 540267 | 0.15% of 340,000 active; in the data active means activity change below about -80%; inconclusive means between about -30% and that limit;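 further: parasites exposed to compound for two days anaerobically before the ATP read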
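Trophozoites 100 cells/well + cpd; 48 hrs, 37 deg C, anaerobic. ATPLite 1-Step added, 15-30 min RT, luminescence read (ATP-based viability).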
B2AR arrestin – agonists driving beta-arrestin recruitment to human beta2-adrenergic receptor; beta-arrestin recruitment to beta2AR, cell-based reporter; Potency, µM (series often up to 46.1 µM), for inactives: at the top dose activation, actives largely listed as activators; 0.02% of 330,000 active;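 further: potency means the concentration at half of the fitted maximal effect; 0% = DMSO controls and full agonism = EC100 isoproterenol or metaproterenol; nearly all actives have a fitted effect of over 65% in size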
Target sequence (P07550 whole entry, looked up): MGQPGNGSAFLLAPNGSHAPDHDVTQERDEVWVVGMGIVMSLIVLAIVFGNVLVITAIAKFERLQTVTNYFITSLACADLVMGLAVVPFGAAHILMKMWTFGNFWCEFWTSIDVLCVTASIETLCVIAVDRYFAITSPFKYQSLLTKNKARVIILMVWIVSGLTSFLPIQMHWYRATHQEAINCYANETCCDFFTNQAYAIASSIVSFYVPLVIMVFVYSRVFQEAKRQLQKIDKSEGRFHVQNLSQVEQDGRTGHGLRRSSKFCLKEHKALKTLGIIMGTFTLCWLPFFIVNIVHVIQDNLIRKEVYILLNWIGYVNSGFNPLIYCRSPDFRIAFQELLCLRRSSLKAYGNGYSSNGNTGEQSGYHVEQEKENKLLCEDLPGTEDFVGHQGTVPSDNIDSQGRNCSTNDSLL
GALK inhibitor – inhibitors of human galactokinase; P51570; Purified GALK, Kinase-Glo residual ATP luminescence; Potency, µM (top dose mostly 57.5 µM), inactives show at the highest dose activity change, negative = inhibition, usual class: inhibitors; 0.007% of 270,000 active; AID 1868; further: potency means the concentration at half of the fitted maximal effect
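Luminescence from leftover ATP (Ultra-Glo luciferase/luciferin) served as read-out after a 1 h room-temperature reaction of 5 nM GALK with 35 uM ATP and 100 uM galactose.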
uPA surface inh – cell surface uPA generation inhibition | cell surface uPA generation assay, qHTS | Potency, µM (doses to about 38.3 µM), without a hit: at the top dose activity change, negative = inhibition, most hits filed as inhibitors | 0.31% of 330,000 active | AID 540303; active means well fitted inhibition curve with a large enough effect; inconclusive means small, poorly fitted or top-dose-only effect; inactive means no such curve, though single readings can be large or run the other way; tested in mouse RAW 264.7 cells; further: potency means the concentration at half of the fitted maximal effect; nearly all actives have a fitted effect of over 55% in size
BCR signal inh – inhibitors of chronic active B-cell receptor signaling. AID 493014. Potency, µM (doses to about 46.1 µM), for the others: at the top dose ratio change, negative = lower green/red ratio, usual class: inhibitors. ABC-DLBCL IkBa-CBG/CBR reporter, luminescence ratio, 4 h. 0.05% of 340,000 active; active means well fitted inhibition curve with a large enough effect in the signal ratio, with a control signal flat, not every such curve was filed as active; inconclusive means small, poorly fitted or top-dose-only effect, or effect the other way, or a change in a side signal; the % refers to the signal ratio;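 further: potency means the concentration at half of the fitted maximal effect; plate controls were basal doxycycline-induced cells for no effect and cells given 10 µM MG132 for full effect; MG132 reads +100%, hits lower the ratio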
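Doxycycline induced both beetle luciferases in TMD8 lymphoma cells; IKK-driven degradation limits the IkappaBalpha-fused green signal, while red luminescence normalises for cell number and nonspecific effects. Compounds tested up to 46 uM, 4 hrs.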
hERG WT inh – inhibitors of human wildtype KCNH2 potassium channel; Q12809; U2OS, BacMam KCNH2, thallium flux FluxOr; active compounds read low; activity change, % at 1.84 µM; 0.37% of 340,000 active; AID 720551;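 active means maximum activity change below -70%; inconclusive means maximum activity change between -70% and -50%; inactive means maximum activity change above -50%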
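U2OS cells were transduced with wild-type KCNH2 virus (2.03 x 10^8 / mL) for 4 h at room temperature, then cultured overnight at 37 C. Thallium flux was read with FluxOr dye. Rate constants were normalized to DMSO controls.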
USP2a block – USP2a (human) protease inhibition; USP2 core, Ub-CHOP2 coupled fluorogenic reporter, 485/531; O75604; Potency, µM (series often up to 38.3 µM), without a hit: at the highest dose activity change, negative = inhibition, most hits filed as inhibitors; 0.01% of 330,000 active;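 further: potency means the concentration at half of the fitted maximal effect; plate controls were DMSO wells for no effect and full inhibition by NEM control for full effect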
Target sequence (O75604 whole entry, looked up): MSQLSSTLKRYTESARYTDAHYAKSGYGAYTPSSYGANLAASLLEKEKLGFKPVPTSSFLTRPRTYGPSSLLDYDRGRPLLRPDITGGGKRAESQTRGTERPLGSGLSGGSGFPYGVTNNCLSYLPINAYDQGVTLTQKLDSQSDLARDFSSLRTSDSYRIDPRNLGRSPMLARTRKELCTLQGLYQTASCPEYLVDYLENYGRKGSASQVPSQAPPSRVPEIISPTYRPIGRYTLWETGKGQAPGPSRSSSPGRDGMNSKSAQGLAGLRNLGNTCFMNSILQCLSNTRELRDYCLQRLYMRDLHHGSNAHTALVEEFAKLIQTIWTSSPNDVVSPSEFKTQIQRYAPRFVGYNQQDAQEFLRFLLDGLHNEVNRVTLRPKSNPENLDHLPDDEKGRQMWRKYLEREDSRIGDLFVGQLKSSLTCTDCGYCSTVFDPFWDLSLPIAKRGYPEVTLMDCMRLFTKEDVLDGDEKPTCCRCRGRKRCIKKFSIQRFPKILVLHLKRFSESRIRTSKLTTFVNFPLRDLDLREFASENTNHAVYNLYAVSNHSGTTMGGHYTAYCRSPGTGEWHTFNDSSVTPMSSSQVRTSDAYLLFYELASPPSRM
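Cell-free coupled assay: 10nM USP2 core preincubated 30min RT with compound in Tris-HCl pH 8.0/CaCl2/CHAPS buffer, then 25nM Ub-CHOP2 and 25nM reporter substrate; fluorescence (Ex 485/Em 531) read after 60min RT, normalized to NEM inhibition, concentration-response curves fitted.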
FBPA coupling cs – counter-screen for Giardia aldolase inhibitors: coupling enzyme system; coupling enzyme system counterscreen, AmpLite Red fluorescence; activity change, negative = inhibition, % at 58.2 µM, hits read low; AID 2472; 0.67% of 290,000 active; in the data active means activity change below about -30%
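Counterscreen lacking aldolase: glyceraldehyde-3-phosphate coupling-enzyme reagent preincubated 10 min at RT with compound (at 57.5 uM final), then substrate/coupling system with AmpLite Red added; fluorescence read at 525/598 nm after 20 min RT.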
Eya2 inh – blocks the phosphatase activity of human Eya2. recombinant Eya2, OMFP fluorescence dephosphorylation (OMFP is methylfluorescein phosphate). Potency, µM (highest dose often 76.9 µM), for inactives: top-dose activity, negative = inhibition, usual class: inhibitors. 0.006% of 330,000 active. AID 488837; further: potency means the concentration at half of the fitted maximal effect
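Eya2 protein (added as 0.2 uM solution) was preincubated with compound for 10 min at ambient temperature in 50 mM HEPES pH 7.5, 50 mM NaCl, 5 uM MgCl2, 0.05% BSA, 1 mM DTT. OMFP (added at 50 uM) then reacted 10 min; fluorescence read at 485/525 nm.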
PKM2 act – PKM2 (human) enzyme activation; Potency, µM (series often up to 57.5 µM), for the others: at the highest dose activation, actives largely listed as activators; P14618; purified PKM2, Kinase-Glo ATP luminescence, activation; response scale: 0% is enzyme alone, no compound; 0.34% of 260,000 active; further: potency means the concentration at half of the fitted maximal effect; nearly all actives have a fitted effect of over 55% in size
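Purified hPK-M2 (>95% pure) converted ADP (0.1 mM final) to ATP with 0.5 mM PEP in 50 mM imidazole pH7.2, KCl, MgCl2, Tween 20, BSA; 1 h at room temperature. ATP detected by Kinase-Glo luminescence.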
* marks the source's active call; other numbers are inactive results; i = inactive; u = inconclusive; x = not tested or not shown; [ ] = dose if it differs, or a comment. Unless noted, the call rests on the fitted dose curve; in most records, active means well fitted curve in the direction sought with a large enough effect; inconclusive means small, poorly fitted or top-dose-only effect, or another doubt; inactive means no such curve, though single readings can be large; an effect the other way counts as inactive or inconclusive. Unless noted, on the % scale 0 is the no-effect control and ±100 the full control effect.

Below each SMILES – KCNH2 3.1 inh	Giardia kill	B2AR arrestin	GALK inhibitor	uPA surface inh	BCR signal inh	hERG WT inh	USP2a block	FBPA coupling cs	Eya2 inh	PKM2 act
1) Cc1ccc(C(=O)CCC(=O)NNC(=O)c2ccccc2O)cc1
 : -8	-7	0.1%	x	-2%	u	-4	3%	x	-6%	x
2) CCN(CC)C(=O)COc1ccc2c(c1)C(=O)CC(C)(C)O2
 : -5	-17	-0.9%	1%	-2%	-3%	-5	1%	1	-6%	-1%
3) CCOC(=O)[C@H]1[C@H]2COc3cc(OC)ccc3[C@@H]2N2C(=O)c3cc(C)ccc3NC(=O)[C@@]12C
 : -1	-17	-0.2%	x	-30%	u	13	9%	x	9%	x
4) C=C(C)C1CC=C(C)/C(=N/NC(=O)C2CC2c2ccccc2)C1 (configuration not stated)
 : -11	-14	-0.2%	-2%	14%	-1%	x	1%	-1	9%	-5%
5) Cn1c(=S)n(C)c2ccccc21
 : -18	-29	0.2%	1%	-13%	-22%	x	8%	-2	-25%	6%
6) O=C(c1cccc([N+](=O)[O-])c1)N1CCN(c2cccc(Cl)c2)CC1
 : -5	18	-0.8%	3%	-8%	0%	2	3%	3	-4%	9%
7) Cc1[nH]n(-c2ccccc2)c(=S)c1C=Nc1cccc([N+](=O)[O-])c1
 : 3	-10	-0.2%	0%	-1%	3%	12	-1%	-5	16%	-70%
8) Cc1cc(C)c2c(CN3CCN(C)CC3)cc(=O)oc2c1
 : 9	-11	-0.3%	-1%	-3%	5%	13	-1%	-2	-2%	-1%
9) O=c1cc(-c2ccccc2)nc2n1Cc1ccccc1-2
 : -41	4	0.2%	-1%	-17%	3%	8	1%	0	-10%	5%
10) Fc1ccccc1CNCCC(Cc1ccccc1)c1ccc2c(c1)OCO2 (configuration not stated)
 : -11	-10	2.4%	3%	-11%	u	21	2%	1	-7%	6%
11) Cc1cc(C)cc(C(=O)NC(CC(N)=O)c2ccc(NC3CCCCCCCCCCC3)c([N+](=O)[O-])c2)c1 (configuration not stated)
 : -7	-29	0.6%	x	-5%	0%	-10	-1%	2	8%	-5%
12) O=C(CSc1ncnc2scc(-c3ccccc3)c12)NCc1ccc2c(c1)OCO2
 : 23	2	0.1%	0%	4%	u	2	3%	1	0%	5%
13) Cc1noc(N)c1C(=O)Nc1ccc(C(C)(C)C)cc1
 : -9	4	-0.7%	-1%	-9%	u	5	0%	1	0%	-18%
14) CCCc1c(C)nc(N2CCN(c3ccc(F)cc3)CC2)[nH]c1=O
 : 11	-2	-0.7%	4%	27%	2%	-3	-2%	2	2%	-1%
15) CCOC(=O)C1CCN(C(=O)Cc2c(C(=O)O)[nH]c3ccccc23)CC1
 : 1	-13	0.1%	-1%	2%	-1%	28	1%	3	-16%	3%
16) CC(=O)N1CCN(C(=O)c2cccc(S(=O)(=O)Nc3c(C)n(C)n(-c4ccccc4)c3=O)c2)CC1
 : 21	3	0.0%	x	-2%	4%	5	0%	x	26%	x
17) COc1ccc(NC(=O)CN(C)CC(=O)Nc2ccc3c(c2)CCC3)cc1
 : 10	-3	0.0%	-1%	5%	-5%	-2	2%	2	-3%	-4%
18) O=C(CCc1nnc(CCc2c[nH]c3ccccc23)o1)NC1CCC1
 : 34	4	-0.3%	4%	-3%	2%	-25	3%	-3	-3%	-4%
19) N/C(=N\OC(=O)Nc1ccc(Cl)cc1)c1ncc(C(F)(F)F)cc1Cl
 : -9	-3	0.2%	3%	1%	u	5	4%	0	6%	5%
20) CCOCCCNC(=O)C1CCN(C(=O)Nc2ccc(Cl)cc2)CC1
 : 4	-6	0.0%	-1%	-3%	u	-20	3%	10	1%	-9%
21) O=C(NCCN1CCc2ccccc2C1)C1CCN(S(=O)(=O)N2CCCCC2)CC1
 : 15	-9	-0.1%	-2%	-4%	6%	30	-2%	0	9%	2%
22) COc1ccc(N(C(=O)COc2ccc(F)cc2)S(=O)(=O)c2ccc(C)cc2)cc1
 : 3	25	-0.6%	3%	1%	4%	-5	2%	-3	-1%	2%
23) O=C(CCc1nc(-c2ccccc2)no1)NCc1ccco1
 : -2	-6	0.4%	3%	3%	u	0	-1%	1	16%	1%
24) Cc1cccc(CNC(=O)Cn2ccc3cc(S(=O)(=O)N4CCCCCC4)ccc32)c1
 : -4	u	0.2%	-3%	u	-1%	-10	-4%	x	-4%	x
25) Cc1oc2c(C)c3oc(=O)c(CCC(=O)N4C[C@H]5C[C@@H](C4)c4cccc(=O)n4C5)c(C)c3cc2c1C
 : 2	7	-1.1%	x	17%	u	-4	0%	0	-2%	-1%
26) COc1ccc(-c2cn[nH]c2-c2ccc(OC)cc2O)cc1
 : 11	-1	-0.4%	6%	-1%	-1%	3	2%	3	10%	x
27) CCc1ccc(C(=O)NNC(=O)C2CSC3(C)CCC(=O)N23)cc1 (configuration not stated)
 : 27	-1	-0.4%	x	9%	0%	-17	3%	x	-35%	x
28) O=C(O)Cn1c(=S)sc2ccccc21
 : 24	16	0.1%	1%	5%	8%	3	9%	6	-2%	-28%
29) O=C(C1=NN[C@@H]2C(=O)N(c3ccccc3C(F)(F)F)C(=O)[C@H]12)c1ccc2ccccc2n1
 : 1	-14	-0.6%	0%	-1%	-6%	-2	2%	-1	-1%	1%
30) CC1CCC(NC(=O)COC(=O)c2ccco2)CC1 (configuration not stated)
 : 5	-3	-0.8%	x	0%	3%	3	-7%	x	-9%	x
31) O=C(NC1CCCCC1)NC1CCN(C(=S)NCc2ccco2)CC1
 : 7	1	2.8%	1%	0%	-1%	4	0%	-1	-3%	-5%
32) CCCCC12CN3CCN(CC(C3)/C1=N\NC(=O)Nc1ccccc1)C2
 : -10	9	-0.3%	0%	3%	-1%	-4	0%	-1	-3%	-6%
33) Cc1cc(C)n(C(=O)CNc2ccc(C)c(C)c2)n1
 : -8	7	-0.5%	0%	6%	u	-18	-1%	0	3%	0%
34) O=C(Nc1ccc(N2CCN(C(=O)c3ccco3)CC2)cc1)c1cc(Br)ccc1Cl
 : -6	-12	-0.6%	x	-12%	-10%	24	-6%	x	-2%	x
35) CCOC(=O)N1CCC(NC(=O)CSCc2nc(-c3cccc(OC)c3)oc2C)CC1
 : -10	-2	0.5%	0%	-3%	-13%	0	4%	4	8%	10%
36) NCCSC1CC(=O)N(c2ccc(F)cc2)C1=O (configuration not stated)
 : 0	-17	-1.1%	6%	-1%	4%	-4	0%	-3	13%	1%[11.5 µM]
37) O=C(NCCS(=O)(=O)N1CCCCCC1)c1ccccc1
 : 3	-11	-0.2%	x	2%	-1%	-6	3%	x	17%	x
38) O=C(CN(C(=O)CNC(=O)c1ccco1)c1ccc2c(c1)OCCO2)NC1CCCCC1
 : 11	-7	0.2%	1%	3%	0%	i	-1%	3	-1%	1%
39) O=C(c1ccc(Cl)cc1)N1CCN=C1c1ccccc1
 : -8	7	-0.3%	1%	0%	0%	3	1%	-2	5%	-2%
40) CCN(CC)CCNC(=O)c1c(C)oc2cc(Br)c(OC)cc12
 : 14	7	0.2%	0%	5%	u	-2	1%	-1	-7%	-1%
41) Cc1ccc(S(=O)(=O)NC(C)C(=O)NC(C)c2cccs2)cc1 (configuration not stated)
 : 0	4	-1.0%	-4%	2%	10%	-7	2%	-4	-5%	-16%
42) Cc1ccccc1NCCNc1ccccc1C
 : 1	-1	0.1%	2%	2%	u	0	-5%	1	1%	-2%
43) Oc1c(C=Nc2ccccc2)sc2ccccc12
 : -7	-15	-1.0%	2%	-3%	9%	-10	0%	0	-6%	-2%
44) O=C(O)CSc1nnc(COc2ccc(Br)cc2)n1-c1ccccc1
 : 3	34[activator]	-0.1%	-3%	0%	9%	-6	0%	14	15%	-2%

Record cards, as listed above. Order of screens: KCNH2 3.1 inh, Giardia kill, B2AR arrestin, GALK inhibitor, uPA surface inh, BCR signal inh, hERG WT inh, USP2a block, FBPA coupling cs, Eya2 inh, PKM2 act
`CCOCCCNC(=O)C1CCN(C(=O)Nc2ccc(Cl)cc2)CC1` is listed as 4, -6, 0.0%, -1%, -3%, u, -20, 3%, 10, 1%, -9%
`CCCc1c(C)nc(N2CCN(c3ccc(F)cc3)CC2)[nH]c1=O` is listed as 11, -2, -0.7%, 4%, 27%, 2%, -3, -2%, 2, 2%, -1%
`NCCSC1CC(=O)N(c2ccc(F)cc2)C1=O` (configuration not stated) is listed as 0, -17, -1.1%, 6%, -1%, 4%, -4, 0%, -3, 13%, 1%[11.5 µM]
`O=C(O)CSc1nnc(COc2ccc(Br)cc2)n1-c1ccccc1` is listed as 3, 34[activator], -0.1%, -3%, 0%, 9%, -6, 0%, 14, 15%, -2%
`O=C(c1ccc(Cl)cc1)N1CCN=C1c1ccccc1` is listed as -8, 7, -0.3%, 1%, 0%, 0%, 3, 1%, -2, 5%, -2%
